KCNH2 3.1 block: qHTS for Inhibitors of KCHN2 3.1: Mutant qHTS | U2OS KCNH2 3.1, thallium flux FluxOr; hits give low values | activity change, % (tested at about 1.8 µM) | 340,000 tested, 0.95% active | AID 720553, 2013;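 active = maximum activity change below -70%; inconclusive = maximum activity change from -70% to -50%; inactive = maximum activity change above -50%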;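 also: thallium influx rate constant from kinetic fluorescence after stimulation buffer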
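FluxOr-based Tl+ influx in U2OS cells transduced with KCNH2 3.1 virus; rate constants normalized to DMSO controls.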
Giardia killer: Small Molecules that selectively kill Giardia lamblia: qHTS. AID 540267, 2011. 340,000 tested, 0.15% active. Giardia lamblia trophozoite viability. activity change, % at 7.66 µM, hits read low; in the data active = activity change below about -80%; inconclusive = between about -30% and that limit;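 also: parasites exposed to compound for two days anaerobically before the ATP read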
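Luminescence from cellular ATP indicates surviving trophozoites (100 cells/well) following 48 hrs anaerobic compound treatment at 37 deg C; signal develops 15-30 min at room temperature.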
BCR signal inh: qHTS Assay to Find Inhibitors of Chronic Active B-Cell Receptor Signaling. ABC-DLBCL IkBa-CBG/CBR reporter, luminescence ratio, 4 h. Potency, µM (titrated, usually from 46.1 µM), inactives show at the highest dose ratio change, negative = lower green/red ratio, most hits filed as inhibitors. 340,000 tested, 0.05% active. AID 493014, 2011; active = well fitted inhibition curve with a large enough effect in the signal ratio, with a control signal flat, not every such curve was filed as active; inconclusive = small, poorly fitted or top-dose-only effect, or effect the other way, or a change in a side signal; the % refers to the signal ratio;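 also: potency is read from the fitted curve at half-maximal effect; plate controls were basal doxycycline-induced cells for no effect and cells given 10 µM MG132 for full effect; MG132 reads +100%, hits lower the ratio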
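Cell line TMD8 (human ABC DLBCL), stably expressing tet-inducible CBG68-IkBa fusion and CBR; IMDM/0.5% FBS; cpd up to 46 uM; dox induction, 4 h, 37C/5% CO2; dual luminescence; green/red ratio; MG132 control.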
hERG WT inh: qHTS for Inhibitors of KCHN2 3.1: Wildtype qHTS; Voltage-gated inwardly rectifying potassium channel KCNH2 (Homo sapiens), Q12809; U2OS, BacMam KCNH2, thallium flux FluxOr; hits give low values; activity change, % at 1.84 µM; 340,000 tested, 0.37% active; AID 720551, 2013;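 active = maximum activity change below -70%; inconclusive = maximum activity change between -70% and -50%; inactive = maximum activity change above -50%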
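U2OS cells transduced with wild-type KCNH2 virus are loaded with FluxOr dye for 45 min, and thallium flux is measured in kinetic reads before and after stimulation buffer. Rate constants are normalized to DMSO controls.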
uPA surface inh: qHTS for Inhibitors of Cell Surface uPA Generation. cell surface uPA generation assay, qHTS. Potency, µM (titrated, usually from 38.3 µM), inactives show at the top dose activity change, negative = inhibition, most hits filed as inhibitors. 330,000 tested, 0.31% active. AID 540303, 2011; active = well fitted inhibition curve with a large enough effect; inconclusive = small, poorly fitted or top-dose-only effect; inactive = no such curve, though single readings can be large or run the other way; tested in mouse RAW 264.7 cells; also: potency is read from the fitted curve at half-maximal effect; nearly all actives have a fitted effect of over 55% in size
Eya2 phos inh: qHTS Assay for Inhibitors of the Phosphatase Activity of Eya2. recombinant Eya2, OMFP fluorescence dephosphorylation (OMFP is methylfluorescein phosphate). Potency, µM (series often up to 76.9 µM), without a hit: top-dose activity, negative = inhibition, actives largely listed as inhibitors. 330,000 tested, 0.006% active. Protein phosphatase EYA2 (Homo sapiens), O00167. AID 488837, 2010; also: potency is read from the fitted curve at half-maximal effect
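Eya2 protein (added as 0.2 uM solution) was preincubated with compound for 10 min at ambient temperature in 50 mM HEPES pH 7.5, 50 mM NaCl, 5 uM MgCl2, 0.05% BSA, 1 mM DTT. OMFP (added at 50 uM) then reacted 10 min; fluorescence read at 485/525 nm.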
PKM2 activator: qHTS Assay for Activators of Human Muscle isoform 2 Pyruvate Kinase; 260,000 tested, 0.34% active; Pyruvate kinase PKM (Homo sapiens), P14618; purified PKM2, Kinase-Glo ATP luminescence, activation; response scale: 0% is enzyme alone, no compound; Potency, µM (titrated, usually from 57.5 µM), for inactives: at the top dose activation, most hits filed as activators; also: potency is read from the fitted curve at half-maximal effect; nearly all actives have a fitted effect of over 55% in size
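Kinase-Glo luminescence reports ATP generated from ADP (0.1 mM) and PEP (0.5 mM) by purified hPK-M2 after 1 h at room temperature, pH 7.2 imidazole buffer; intermediate enzyme activity allows detecting inhibitors and activators.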
GALK inhibitor: qHTS Assay for Inhibitors of Human Galactokinase (GALK); Purified GALK, Kinase-Glo residual ATP luminescence; Potency, µM (titrated, usually from 57.5 µM), for the others: at the highest dose activity change, negative = inhibition, most hits filed as inhibitors; 270,000 tested, 0.007% active; AID 1868, 2009; also: potency is read from the fitted curve at half-maximal effect
Target sequence (P51570 whole entry, looked up): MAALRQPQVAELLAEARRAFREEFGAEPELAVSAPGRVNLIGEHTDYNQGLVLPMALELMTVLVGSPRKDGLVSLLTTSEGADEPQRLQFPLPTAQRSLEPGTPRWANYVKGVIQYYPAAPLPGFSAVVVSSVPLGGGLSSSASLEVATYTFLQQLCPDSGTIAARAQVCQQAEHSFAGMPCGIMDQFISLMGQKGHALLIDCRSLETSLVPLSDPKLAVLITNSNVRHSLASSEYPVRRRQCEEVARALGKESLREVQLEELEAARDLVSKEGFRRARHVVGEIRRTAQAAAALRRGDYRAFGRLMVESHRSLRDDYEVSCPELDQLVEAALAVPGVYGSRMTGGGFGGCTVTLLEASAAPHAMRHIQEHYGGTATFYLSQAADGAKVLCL
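ATP-depletion format; final 35 uM ATP, 100 uM D-galactose, 5 nM enzyme; pH 8.0 HEPES/Mg2+ buffer; 60 min RT; luminescence read 10 min after detection reagent.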
USP2a inh: qHTS Assay for Inhibitors of Ubiquitin-specific Protease USP2a Using CHOP2 as the Reporter | 330,000 tested, 0.01% active | USP2 core, Ub-CHOP2 coupled fluorogenic reporter, 485/531 | Potency, µM (series often up to 38.3 µM), for inactives: at the highest dose activity change, negative = inhibition, most hits filed as inhibitors;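 also: potency is read from the fitted curve at half-maximal effect; plate controls were DMSO wells for no effect and full inhibition by NEM control for full effect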
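Deubiquitinase activity read as fluorescence (485/531 nm) after Ub-CHOP2 cleavage activates the enterokinase reporter on its substrate; USP2 core 10nM, Ub-CHOP2 and substrate 25nM each, 30min compound preincubation then 60min RT; data normalized to NEM, curves fitted.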
B2AR arrestin: qHTS assay of beta-arrestin-biased ligands of beta2-adrenergic receptor | Beta-2 adrenergic receptor (Homo sapiens), P07550 | beta-arrestin recruitment to beta2AR, cell-based reporter | Potency, µM (series often up to 46.1 µM), for the others: top-dose activation, hits mostly activators | 330,000 tested, 0.02% active | AID 492947, 2010;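 also: potency is read from the fitted curve at half-maximal effect; 0% = DMSO controls and full agonism = EC100 isoproterenol or metaproterenol; nearly all actives have a fitted effect of over 65% in size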
Target sequence (P07550 whole entry, looked up): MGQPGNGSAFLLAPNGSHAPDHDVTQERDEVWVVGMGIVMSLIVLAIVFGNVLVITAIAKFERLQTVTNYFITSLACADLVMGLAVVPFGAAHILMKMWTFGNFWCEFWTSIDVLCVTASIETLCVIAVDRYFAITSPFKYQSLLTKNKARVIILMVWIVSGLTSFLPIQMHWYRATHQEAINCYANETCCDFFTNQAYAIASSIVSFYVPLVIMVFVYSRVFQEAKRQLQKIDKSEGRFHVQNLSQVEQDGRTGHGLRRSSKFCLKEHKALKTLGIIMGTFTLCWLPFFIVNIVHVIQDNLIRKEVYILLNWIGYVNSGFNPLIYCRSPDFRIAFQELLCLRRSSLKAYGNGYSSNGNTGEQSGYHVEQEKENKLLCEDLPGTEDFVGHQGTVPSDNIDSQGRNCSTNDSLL
FBPA coupling cs: qHTS Assay for Inhibitors of Fructose-1,6-bisphosphate Aldolase from Giardia Lamblia: Coupling assay counterscreen | coupling enzyme system counterscreen, AmpLite Red fluorescence | activity change, negative = inhibition, % at 58.2 µM, hits read low | 290,000 tested, 0.67% active | AID 2472, 2010; in the data active = activity change below about -30%
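Counterscreen lacking aldolase: glyceraldehyde-3-phosphate coupling-enzyme reagent preincubated 10 min at RT with compound (at 57.5 uM final), then substrate/coupling system with AmpLite Red added; fluorescence read at 525/598 nm after 20 min RT.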
An asterisk follows results filed as active; ? = inconclusive; . = not tested or not shown; [ ] = another dose, or the depositor's remark. Unless noted, calls follow the shape of the dose curve; as a rule, active = well fitted curve in the direction sought with a large enough effect; inconclusive = small, poorly fitted or top-dose-only effect, or another doubt; inactive = no such curve, though single readings can be large; an effect the other way counts as inactive or inconclusive. Unless noted, % is scaled to controls: 0 for no effect and ±100 for the full control effect.

SMILES	KCNH2 3.1 block	Giardia killer	BCR signal inh	hERG WT inh	uPA surface inh	Eya2 phos inh	PKM2 activator	GALK inhibitor	USP2a inh	B2AR arrestin	FBPA coupling cs
COc1ccc(CNC(=O)CN2C(=O)COc3ccc(S(=O)(=O)N4CCC(C)CC4)cc32)cc1	-5	-11	2%	6	-14%	5%	.	11%	-2%	-0.1%	3
CC(C)CNC(=O)NC(=O)COC(=O)c1cccc(NS(=O)(=O)c2ccc(F)c(F)c2)c1	-1	4	.	-1	2%	0%	9%	1%	-9%	-0.7%	2
OC1COC(O)C(O)C1O (configuration not stated)	4	8	-7%	-7	10%	6%	.	.	3%	0.1%	.
COc1ccc(NC(=S)NC2CCCCC2)cn1	-3	10	?	-2	-2%	6%	2%	-2%	-1%	-0.2%	-1
O=C(Nc1ccc(CN2CCS(=O)(=O)CC2)cc1)c1ccccc1	-20	-11	0%	-1	2%	-11%	1%	2%	4%	0.1%	6
c1ccc(-c2nc(-c3ccncc3)n[nH]2)nc1	2	-3	3%	-2	0%	14%	-28%	4%	0%	0.2%	2
COc1ccc(CC(=O)NC2CCSc3ccccc32)cc1OC (configuration not stated)	-9	5	-1%	23	-1%	4%	-1%	-1%	2%	-1.0%	4
Cc1cc(C)nc(/N=C(/NC(=O)Nc2ccc(Cl)c(Cl)c2)Nc2cccc(Cl)c2)n1	-10	-15	-7%	1	7%	-17%	-9%	-1%	1%	-0.3%	3
O=C(OCCc1cc2ccccc2c(=O)o1)c1ccc2c(c1)OCO2	.	9	?	.	-1%	2%	.	.	-4%	0.4%	.
Oc1ccc(/C(Cc2ccccn2)=N\Nc2ccccc2)c(O)c1	-1	23	?	-11	2%	-11%	2%	4%	-1%	0.0%	1
COC(=O)c1cc(NC(=S)N2CCN(c3ccccn3)CC2)cc(C(=O)OC)c1	-3	-15	4%	-3	0%	-8%	2%	9%	2%	-0.3%	0
CCOC(=O)C1=C(CNCCc2ccc(Cl)cc2)NC(=O)NC1c1ccc2c(c1)OCO2 (configuration not stated)	.	-14	?	24	10%	6%	10%	1%	-5%	0.0%	0
CCOC(=O)C1CCN(c2ncnc3c2oc2ccc(Cl)cc23)CC1	1	-2	1%	-3	-4%	-7%	1%	2%	-11%	0.4%	5
Cc1ccc(S(=O)(=O)N2CCN(C(=O)c3ccc4c(c3)OCO4)CC2)cc1	-16	-10	-2%	-4	-3%	-13%	.	3%	-4%	-0.3%	0
CN1C(=O)CC(C(=O)O)SC1=Nc1cc(Cl)c(O)c(Cl)c1 (configuration not stated)	-9	-2	12%	3	3%	5%	-3%	-3%	0%	-0.2%	7
Cc1ccc(Cl)cc1N1CCN(C(=O)C2CCN(S(=O)(=O)c3cccnc3)CC2)CC1	-26	0	5%	-9	-12%	-4%	1%	1%	3%	0.1%	2
NS(=O)(=O)c1ccc(CCNC(=O)C(=O)c2cn(CC(=O)N3CCOCC3)c3ccccc23)cc1	17	5	-10%	8	1%	8%	1%	-2%	3%	0.3%	.
Cc1ccc(NC(=O)CS(=O)CC(=O)N(c2ccc(C)cc2)C(C)C(=O)NC2CCCCC2)cc1 (configuration not stated)	31	12	-8%	-6	1%	-19%	2%	1%	-1%	0.5%	0
N#CCCN(C(=O)COC(=O)CCc1nc2ccccc2c(=O)[nH]1)c1ccc(F)cc1	-3	30	?	14	-8%	-9%	.	.	3%	-0.5%	.
Cc1cccc2cc3c(N)c(C(=O)N4CCCc5ccccc54)sc3nc12	-8	-8	?	-2	-16%	-4%	-2%	0%	5%	0.7%	-1
CC1CCCC(NS(=O)(=O)c2cc3c(cc2Cl)NC(=O)CO3)C1C (configuration not stated)	9	-11	-2%	-8	-5%	11%	2%	.	1%	0.2%	1
N#Cc1cccc(NC(=O)CC2CCCCC2)c1	5	13	1%	7	9%	0%	-2%	7%	2%	-0.1%	0
O=C(COc1ccc([N+](=O)[O-])cc1Cl)NCCc1ccccc1	-5	-4	6%	-4	5%	0%	-2%	2%	3%	0.0%	0
Cc1cc(C)[n+](C)n1CC(O)Cn1c2ccccc2c2ccccc21 (configuration not stated)	-8	17	0%	-4	1%	4%	-2%	5%	1%	0.1%	2
CC(=O)c1cccc(NC(=S)NCCc2ccc(Cl)cc2)c1	-5	-11	?	-2	.	-2%	2%	-1%	-3%	-0.2%	-2
The list goes on.
SMILES	KCNH2 3.1 block	Giardia killer	BCR signal inh	hERG WT inh	uPA surface inh	Eya2 phos inh	PKM2 activator	GALK inhibitor	USP2a inh	B2AR arrestin	FBPA coupling cs
Cc1ccc([N+](=O)[O-])cc1S(=O)(=O)Nc1cccc(S(=O)(=O)NC2=NCCC2)c1	1	-8	5%	-4	0%	2%	.	.	3%	0.0%	.
O=C(CNC(=O)c1ccc(Br)o1)NNC(=O)c1ccccc1	-4	6	6%	-2	19%	3%	.	.	-1%	-0.3%	.
CCN(CC)CC#CCC(O)(c1ccccc1)c1ccc(Br)cc1 (configuration not stated)	-28	1	?	.	-29%	-7%	1%	3%	0%	0.2%	5
O=C(N/N=C/C=C/c1ccccc1[N+](=O)[O-])c1cccs1	28	-4	?	2	1%	-2%	4%	0%	2%	-0.1%	-1
Cc1ccc(CNC(=O)C(=O)c2cn(CC(=O)N3CCCC3)c3ccccc23)cc1	-3	-28	?	-28	-4%	-1%	-2%	-3%	-2%	0.3%	.
CCCCN(C(=O)Cc1cccc(F)c1)c1c(N)n(CCC)c(=O)[nH]c1=O	-21	-12	1%	17	-3%	5%	2%	10%	-1%	-0.3%	0
O=C(CN1CC[n+]2c(-c3ccccc3)csc21)c1ccc(Br)cc1	-1	-19	?	-1	-21%	-25%	0%	6%	-13%	0.9%	3
CN1CCN(C(=O)c2ccc3c(=O)n(-c4ccc(F)cc4)c(=S)[nH]c3c2)CC1	8	9	?	0	-5%	?	-2%	8%	-1%	-0.1%	2
Cc1nnsc1C(=O)NC(C)C12CC3CC(CC(C3)C1)C2 (configuration not stated)	-6	-8	-13%	-5	-11%	-15%	-2%	5%	3%	-0.1%	1
CC1C=CCC2C(=O)N(c3ccccc3OC(=O)c3cccs3)C(=O)C12 (configuration not stated)	5	20	2%	-14	4%	0%	0%	0%	4%	0.0%	1
O=C1C2C(C(=O)N1c1nccs1)C1C=CC2C12CC2 (configuration not stated)	-5	4	4%	.	8%	-4%	1%	3%	3%	0.1%	2
COc1ccc(/C=C(/C(=O)Nc2ccccc2C(=O)N2CCCC2)c2ccccc2)cc1	0	8	-5%	24	-3%	-6%	4%	2%	-11%	-1.0%	0
CC[C@@H]1CCCCc2ccccc2[C@H](C(=O)C[C@H](O)CC(C)=O)OC1=O	6	-9	17%	-6	-10%	-23%	.	.	3%	-0.8%	.
CCCN(CCC)CCNc1c(NC2CCN(C(=O)OCC)CC2)c(=O)c1=O	-4	14	?	10	-10%	2%	0%	2%	-2%	-0.3%	2
Cc1cccc(C(=O)N(Cc2cccs2)C2CCS(=O)(=O)C2)c1 (configuration not stated)	11	2	-3%	3	-8%	1%	3%[0.46 µM]	0%	0%	0.0%	-1
CCOC(=O)N1CCN(C(=O)/C(=C/c2cccc3ccccc23)NC(=O)c2ccc(OC)c(OC)c2)CC1	6	21	3%	0	12%	-9%	-2%	1%	-1%	0.2%	1
O=C(Nc1ccccc1)c1ccccc1NC(=O)C1CCCCC1	11	16	0%	-10	1%	3%	1%	-4%	1%	0.2%	0

Three entries picked at random from those above:
SMILES	KCNH2 3.1 block	Giardia killer	BCR signal inh	hERG WT inh	uPA surface inh	Eya2 phos inh	PKM2 activator	GALK inhibitor	USP2a inh	B2AR arrestin	FBPA coupling cs
O=C(N/N=C/C=C/c1ccccc1[N+](=O)[O-])c1cccs1	28	-4	?	2	1%	-2%	4%	0%	2%	-0.1%	-1
CCCCN(C(=O)Cc1cccc(F)c1)c1c(N)n(CCC)c(=O)[nH]c1=O	-21	-12	1%	17	-3%	5%	2%	10%	-1%	-0.3%	0
CCN(CC)CC#CCC(O)(c1ccccc1)c1ccc(Br)cc1 (configuration not stated)	-28	1	?	.	-29%	-7%	1%	3%	0%	0.2%	5

Screens as filed in PubChem.

The order is random (roughly 2.4% active in at least one column).
